High-throughput results from PubChem.
DRD3 agonist: D3 dopamine receptor (human) agonism; 410,000 tested, 0.58% active; P35462; max activation, %; D3R DiscoveRx beta-arrestin cells, luminescence, 90 min; AID 652048; in the data active = max activation above about 30%; note: 0% is about no effect; mostly tested at two doses, the higher about 12 µM
Target sequence (P35462 whole entry, looked up): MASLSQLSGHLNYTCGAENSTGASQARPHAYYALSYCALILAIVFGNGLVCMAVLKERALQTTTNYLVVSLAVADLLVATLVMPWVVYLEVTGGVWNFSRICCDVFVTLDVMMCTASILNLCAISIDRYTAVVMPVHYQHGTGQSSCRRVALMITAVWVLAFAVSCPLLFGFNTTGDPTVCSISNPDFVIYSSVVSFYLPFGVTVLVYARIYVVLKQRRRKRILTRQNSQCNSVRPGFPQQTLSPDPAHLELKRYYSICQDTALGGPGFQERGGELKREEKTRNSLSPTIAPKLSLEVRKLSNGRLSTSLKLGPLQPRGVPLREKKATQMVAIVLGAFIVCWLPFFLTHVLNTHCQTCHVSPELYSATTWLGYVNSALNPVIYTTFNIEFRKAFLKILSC
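Agonist mode: compounds and dopamine controls were applied to plated cells for 90 min at 37 degrees C after an overnight attachment at 1500 cells/well. Luminescent read-out followed 30 - 60 minutes at room temperature with DiscoveRx detection reagent.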
HT1080NT lethal: kills 2HG-producing HT-1080-NT fibrosarcoma cells. Potency, µM (top dose mostly 46.1 µM), inactives show at the highest dose activity, negative = less viability, actives largely listed as cytotoxic. AID 686970. HT-1080-NT fibrosarcoma viability, CellTiter-Glo ATP luminescence, 48 h. 360,000 tested, 1.6% active;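 note: NT is the 2HG producing partner of a matched IDH1 knockdown line; potency is the fitted concentration of half-maximal effect; 0% = DMSO-treated cells and -100% = media-only wells without cells; nearly all actives have a fitted effect of over 55% in size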
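HT-1080-NT; 750 cells/well; 5% FBS RPMI; 48 h compound, 37 degrees C; CellTiter-Glo luminescence; curve fitting and curve-class assignment.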
SW480 rereplic: DNA re-replication induction in SW480 cells; SW480 DNA re-replication, Hoechst DNA content imaging, 48 h; Potency, µM (top dose mostly 46.1 µM), for the others: top-dose re-replication activation, actives largely listed as activators; 340,000 tested, 1.8% active; note: potency is the fitted concentration of half-maximal effect; % of control where 0% means no effect; nearly all actives have a fitted effect of over 55% in size
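Treated cells incubate 48 hr (37 C, 5% CO2), are stained 40 min with Hoechst, and nuclear fluorescence is enumerated; a rise in nuclei with high DNA signal marks re-replication.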
IL-1B inflam inh: blocks inflammasome-driven IL-1 beta release; THP-1 LPS/ATP IL-1B secretion, AlphaLISA, 16 h; stronger effect = lower value; activity change, % at 57.5 µM; 360,000 tested, 4.7% active; in the data active = activity change below about -50%; inconclusive = mostly about -30% to -49%; note: % is set by controls: 0 for no effect and ±100 for the full control effect
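THP-1 cells pretreated 1 hr with compounds (up to 57.5 uM final), then stimulated with LPS (250 ng/mL final) plus ATP (1.25 mM final); secreted IL-1B measured by AlphaLISA after 16 hr, decreased signal indicating inhibition.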
KB-V1 MDR tox: KB-V1 MDR subline cytotoxicity | KB-V1 MDR cells viability, CellTiter-Glo, 72 h | Potency, µM (series often up to 46.1 µM), for inactives: at the highest dose activity change, negative = cytotoxicity, actives largely listed as cytotoxic | 400,000 tested, 3.4% active | AID 1347076; note: potency is the fitted concentration of half-maximal effect; % is set by controls: 0 for no effect and ±100 for the full control effect; nearly all actives have a fitted effect of over 60% in size
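KB-V1 MDR subline cells in DMEM (phenol-red free, 10% FBS) exposed to compounds in qHTS concentration series for 72 h at 37 degrees C. Viability read by CellTiter-Glo luminescence; concentration-effect curves fitted after normalization and correction.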
KB-3-1 cytotox: KB-3-1 parental cell cytotoxicity | KB-3-1 viability, CellTiter-Glo ATP luminescence, 72 h | Potency, µM (doses to about 46.1 µM), inactives show at the highest dose activity change, negative = cytotoxic, actives largely listed as cytotoxic | 400,000 tested, 1.4% active | AID 1347075; note: potency is the fitted concentration of half-maximal effect; % is set by controls: 0 for no effect and ±100 for the full control effect; nearly all actives have a fitted effect of over 60% in size
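Cytotoxicity measured as CellTiter-Glo luminescence after 72 h at 37 C. Compound titrations were pinned onto drug-naive KB-3-1 parental adenocarcinoma cells grown in DMEM with 10% FBS, and normalized data fitted to concentration-response curves.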
HEK293 tox: cytotoxicity counter-screen for GLP-1 receptor inverse agonists. HEK293 cAMP-luciferase reporter cells, luminescence, 24 h. Potency, µM (top dose mostly 38.3 µM), inactives show at the top dose activity change, negative = inhibition, actives largely listed as inhibitors. 410,000 tested, 0.13% active;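 note: loss of luciferase light is scored as toxicity; potency is the fitted concentration of half-maximal effect; % is set by controls: 0 for no effect and ±100 for the full control effect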
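Quantitative HTS format, 1536 wells, 200 cells/uL seeded. Compounds: 23 nL, 24 h, 37 °C. Detection: luciferase reagent, luminescence at 12 min RT; decreased signal taken as cytotoxic.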
HT1080 IDH1KD tx: kills HT-1080 cells with IDH1 knockdown; HT-1080 IDH1 knockdown viability, ATP luminescence, 48 h; Potency, µM (titrated, usually from 46.1 µM), for the others: top-dose activity, negative = toxicity, usual class: cytotoxic; 360,000 tested, 2% active;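 note: potency is the fitted concentration of half-maximal effect; 0% = DMSO wells and -100% = cell-free medium wells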
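Assay cells: HT-1080 with IDH1 knockdown, 750 per well, RPMI/5% FBS. Exposure: 48 h at 37 °C following 2 h pre-incubation. Read: CellTiter-Glo luminescence; fitted concentration-response, curve class assigned.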
MCF10A rereplic: induces DNA re-replication in MCF 10a normal breast cells. 350,000 tested, 2.9% active. Potency, µM (top dose mostly 46.1 µM), without a hit: at the top dose activity, positive = re-replication, hits mostly activators. MCF 10A DNA re-replication, Hoechst nuclear intensity, 48 h; note: potency is the fitted concentration of half-maximal effect; % of control where 0% means no effect; nearly all actives have a fitted effect of over 50% in size
* = called active by the depositor; ? = inconclusive; . = no result given; [ ] = another dose, or the depositor's remark. Unless noted, calls come from the whole dose curve; as a rule, active = well fitted curve in the direction sought with a large enough effect; inconclusive = small, poorly fitted or top-dose-only effect, or another doubt; inactive = no such curve, though single readings can be large; an effect the other way counts as inactive or inconclusive.

SMILES	DRD3 agonist	HT1080NT lethal	SW480 rereplic	IL-1B inflam inh	KB-V1 MDR tox	KB-3-1 cytotox	HEK293 tox	HT1080 IDH1KD tx	MCF10A rereplic
Cc1nc(SCC(=O)c2ccccc2)n[nH]1	-3	5%	6%	-3	0%	12%	-4%	16%	?
O=C1c2cccc([N+](=O)[O-])c2C(=O)N1c1c[nH]c(=O)[nH]c1=O	10	13%	-2%	-18	?	17%	0%	22%	4%
CCOC(=O)/C=c1/s/c(=C/c2ccc3cc(OC)ccc3c2)c(=O)n1CC(=O)NCc1ccc2c(c1)OCO2	-12	0%	?	20	-25%	?	11%	5%	1.5µM*
CCc1nc(N)c(C#N)c(-c2ccc(O)c(OC)c2)c1C	-6	-11%	0%	9	-21%	0%	-20%	-5%	8%
O=C(Nc1ccccc1C(F)(F)F)c1noc2c1CCCCC2	-1	.	.	.	0%	17%	0%	.	.
O=[N+]([O-])c1ccc(Oc2ccc(S(=O)(=O)N3CCOCC3)cc2)cc1	0	?	-6%	-5	-1%	-21%	0%	-6%	8%
CCOc1ccc(-c2cc(C(=O)NCc3ccc(C)cc3)c3ccccc3n2)cc1	2	.	.	.	-15%	8%	14%	.	.
O=C1c2ccccc2-c2onc3c(N4CCN(CCO)CC4)cc(N4CCN(C(=O)c5ccco5)CC4)c1c23	-10	?	-32%[inhibitor]	?	?	?	?	?	2%
Cc1cc(S(=O)(=O)N(Cc2ccccc2Cl)c2ccc3c(c2)CCC3)ccc1-n1cnnn1	-2	-4%	-45%[inhibitor]	0	?	-26%	?	-16%	25%
Brc1cc(Br)c2ncnc(N3CCCCC3)c2c1	-4	9.2µM*	?	-18	?	8.2µM*	?	?	5.8µM*
CC(C)(C)SCCNC(=O)CN1C(=O)c2ccccc2S1(=O)=O	-1	-8%	1%	6	9%	12%	-5%	-2%	17%
Cc1ccc(/C(O)=C2\C(=O)C(=O)N(C)C2c2ccccc2[N+](=O)[O-])cc1 (stereo not given)	4	3%	-5%	26	6%	11%	11%	2%	0%
COC(=O)C(NS(=O)(=O)c1ccccc1Cl)c1ccccc1 (stereo not given)	-5	9%	-2%	27	10%	18%	1%	10%	-1%
CN1CCN(/N=C/c2ccc(-c3ccccc3)cc2)CC1	-14	-3%	?	-55*	0%	-9%	11%	-8%	?
CC(C)C[C@H]1CNC(=S)N1CC1CCN(CCCC2CCCC2)CC1	-44	0%	-22%	?	-9%	-6%	0%	3%	-14%
S=c1[nH]nc(COc2ccccc2)n1Cc1ccccc1	-1	-4%	1%	26	?	-15%	-5%	-5%	?
COc1ccc(CNN2CCCCC2C(=O)Nc2ccc(OC)c(OCC(C)C)c2)cc1OC (stereo not given)	1	1%	-1%	-6	11%	1%	-17%	-19%	1%
Cn1nc(C(=O)OCC(=O)Nc2ccc(S(N)(=O)=O)cc2)c2ccccc2c1=O	-12	12%	-8%	20	27%	-5%	2%	23%	2%
Cc1ccc(S(=O)(=O)N2CCCC(C(=O)NCC3CCCO3)C2)cc1 (stereo not given)	3	4%	1%	42	-20%	4%	9%	2%	5%
O=C(COC(=O)C1CC(=O)N(CCc2ccccc2)C1)c1ccc[nH]1 (stereo not given)	7	9%	-6%	0	1%	1%	-6%	7%	5%

Entries listed so far that contain an NH in an aromatic ring:
SMILES	DRD3 agonist	HT1080NT lethal	SW480 rereplic	IL-1B inflam inh	KB-V1 MDR tox	KB-3-1 cytotox	HEK293 tox	HT1080 IDH1KD tx	MCF10A rereplic
Cc1nc(SCC(=O)c2ccccc2)n[nH]1	-3	5%	6%	-3	0%	12%	-4%	16%	?
O=C1c2cccc([N+](=O)[O-])c2C(=O)N1c1c[nH]c(=O)[nH]c1=O	10	13%	-2%	-18	?	17%	0%	22%	4%
S=c1[nH]nc(COc2ccccc2)n1Cc1ccccc1	-1	-4%	1%	26	?	-15%	-5%	-5%	?
O=C(COC(=O)C1CC(=O)N(CCc2ccccc2)C1)c1ccc[nH]1 (stereo not given)	7	9%	-6%	0	1%	1%	-6%	7%	5%

Next compounds.
SMILES	DRD3 agonist	HT1080NT lethal	SW480 rereplic	IL-1B inflam inh	KB-V1 MDR tox	KB-3-1 cytotox	HEK293 tox	HT1080 IDH1KD tx	MCF10A rereplic
O=C(CSc1ccc2nnc(-c3ccncc3)n2n1)NCc1ccco1	1	-4%	-7%	-15	3%	1%	-19%	-4%	1%
Cc1cc(Nc2cccc(Cl)c2)nc2ccc(NC(=O)Cc3ccc(Cl)cc3)cc12	1	.	.	.	?	?	-24%	.	.
COc1cccc(-c2cnc(C(O)c3ccc(F)c(F)c3)[nH]2)c1 (stereo not given)	5	-1%	.	5	?	-10%	-6%	-13%	.
CC1CCN(C2(O)C(=O)Nc3ccc(Cl)cc32)CC1 (stereo not given)	1	-5%	4%	-1	0%	-10%	3%	2%	5%
Cc1ccc(C)c(NC(=O)C2CCCN(c3cnccn3)C2)c1 (stereo not given)	-1	11%	-6%	2	3%	2%	6%	8%	2%
COc1ccc(-n2cc(-c3ccccc3)c3c(N4CC(C)OC(C)C4)ncnc32)cc1 (stereo not given)	26	?	15%	-10	?	16%	-3%[7.66 µM]	23µM*	23µM*
COCCCN1C(=O)c2ccc(C(=O)OCC(=O)NCCc3ccccc3)cc2C1=O	-1	32%	?	1	13%	-2%	-10%	12%	-5%
CC(O)(c1ccccc1)c1nc(-c2ccc(Cl)cc2)cs1 (stereo not given)	-16	-16%	.	-6	-4%	0%	-5%	?	.
CCSc1nc2c(cnn2-c2ccc(C)cc2)c(=O)[nH]1	17	5%	-22%	30	-20%	9%	-10%	3%	1%
Cc1ccc(N(Cc2ccccc2)C(=O)c2ccc(C)c(S(=O)(=O)N3CCOCC3)c2)cc1	1	-16%	-3%	5	-6%	?	-21%	-24%	8%
CC1CCCN(C(=O)c2ccc(CNc3c(N4CCCCC4)c(=O)c3=O)cc2)C1 (stereo not given)	-7	11%	-6%	7	-3%	-22%	-13%	2%	-1%
CCOc1cccc(NC(=O)C2CC(=O)N(C)C(=Nc3ccc(OC)cc3)S2)c1 (stereo not given)	2	.	.	.	?	19%	1%	.	.
CCOc1ccc(S(=O)(=O)N2CCN(Cc3ccc4c(c3)OCO4)CC2)cc1C	10	7%	-69%[inhibitor]	-16	-14%	-15%	2%	0%	0%
O=C1NCC2=C1C(c1ccc(Br)cc1)Nc1ccccc1N2 (stereo not given)	5	-1%	8%	7	1%	?	-5%	-1%	?
COc1cccc(CNCc2cccc(OC)c2O)c1O	3	-1%	-2%	5	18µM*	1%	0%	-7%	-1%
O=C(NNC(=O)C1CCCO1)c1ccccc1Cl (stereo not given)	-10	-5%	-5%	0	3%	-4%	1%	0%	-4%
CN(C(=O)c1ccc(OC2CCN(CCc3ccccc3)CC2)cc1)C1CCOC1 (stereo not given)	-10	4%	-2%	-18	0%	8%	-7%	-2%	7%
Cc1ccc(-n2nnnc2-c2cccs2)cc1[N+](=O)[O-]	-3	0%	-4%	12	-17%	-1%	-4%	-2%	5%
CCOC(=O)C1=C(COC(=O)CNC(=O)c2ccc(Cl)cc2Cl)NC(=O)NC1C (stereo not given)	9	-2%	-13%	4	12%	6%	13%	-3%	2%
COCc1ccc(C(=O)N2CCCC(N3CCN(c4ccccc4C)CC3)C2)s1 (stereo not given)	-13	-6%	-23%	-15	-5%	-20%	0%	-1%	4%
O=C1CCCc2sc3c(c2N1)CCCCC3	-5	0%	1%	13	?	-14%	29%	-5%	2%
COc1cc(OC)c(OC)cc1CN1CCc2nc(N3CCN(c4ccccc4F)CC3)ncc2C1	-10	.	.	.	?	?	-1%	.	.
COCc1nnc(NC(=O)CCS(=O)(=O)c2ccccc2)s1	-3	?	15µM*	-97*	18%	20%	-1%	?	?
CS(=O)(=O)N(Cc1ccco1)Cc1ccccc1Cl	-3	-4%	-11%	-3	-12%	-4%	-29%	-9%	3%
Cc1ccsc1C(=O)N1CCCC(N(C)Cc2ccccc2)C1 (stereo not given)	-12	-1%	-3%	-9	?	-17%	-20%	-1%	9%
C=CCNC(=S)Nc1sc2c(c1C(=O)OCC)CC(C)(CC)OC2 (stereo not given)	2	?	20%	0	?	-10%	10µM*	-8%	1%
Cc1ccc(S(=O)(=O)N2CCCC2)cc1[N+](=O)[O-]	-15	3%	-1%	5	-5%	1%	0%	-10%	-3%
CC(C)NC(=O)c1ccc(-c2ccccc2C(F)(F)F)o1	-8	2%	-8%	?	9%	-2%	6%	2%[9.24 µM]	-1%
CN1CCN(c2nc(-c3ccccc3)nc(-c3ccccc3)c2C#N)CC1	-3	-4%	1%	-96*	-24%	-2%	-10%	-2%	?
Cc1ccc(S(=O)(=O)CCC(=O)NCc2ccccc2Cl)cc1	-8	0%	-6%	8	-13%	-1%	-3%	-3%	2%
COc1cccc(/C=N/NC(=O)CC(C)O)c1OC/C=C/c1ccccc1 (stereo not given)	7	-20%	?	-3	?	-25%	-12%	-14%	-2%
CCOC(=O)CC1CCCCN1Cc1cn[nH]c1-c1ccc(F)cc1F (stereo not given)	-6	1%	-1%	16	0%	2%	-1%	-3%	-1%
O=C(NN1C(=O)C2C3CCC(O3)C2C1=O)c1ccco1 (stereo not given)	-19	2%	0%	13	0%	5%	17%	3%	0%
CCCC(c1nnnn1CCc1ccccc1)N1CCN(C2CCCC2)CC1 (stereo not given)	-2	-5%	-4%	?	-27%	-5%	-28%	0%	-6%
O=C(CN(C(=O)C1CSC(=O)C1)c1cccc(F)c1)NCc1ccc2c(c1)OCO2 (stereo not given)	-6	-1%	0%	-16	-24%	5%	-3%	-1%	4%
COc1cc(OC)cc(C(=O)N2CCC(C(=O)N3CCOCC3)CC2)c1	1	21%	-4%	7	10%	1%	2%	24%	-2%
